# Screening data (PubChem)
# SMARCA2 act: increases SMARCA2 function in MMTV reporter cells | MG213 cells, MMTV-luciferase reporter, dexamethasone, overnight | activation, % at 9.1 µM | hit rate 1% among 370,000; in the data active means activation above about 7.8%;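 further: 0% = vehicle wells and 100% = reference activator wells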
# ARFGAP1 inh: inhibitors of rat ARFGAP1 | inhibition, % at 16.5 µM | hit rate 0.26% among 360,000 | Q62848 | Arfgap1-stimulated ARF1 GTP hydrolysis, GDP FP detection;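 active means inhibition above a per-plate limit, mean inhibition of low control wells plus 3 SD, cut at about 25% in these data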;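 further: 0% = DMSO wells with enzyme and 100% = wells lacking Arfgap1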
#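 Material: truncated rat Arfgap1 GAP domain; Incubation: compound-enzyme preincubation 20 min, reaction 120 min, detection 60 min, 25 °C; Read-out: percent inhibition of Arfgap1-stimulated GTP hydrolysis; Technique: FP, GDP Alexa 633 tracer displaced from anti-GDP antibody, 620/688 nm; Controls: No-Arfgap1 wells (100%) versus DMSO full-reaction wells (0%); Replication: single well per compound.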
# rCAG RNA binder: binds r(CAG) RNA repeats; r(CAG) RNA repeat, TO-PRO-1 dye displacement fluorescence; inhibition, % at 3 µM; hit rate 1.3% among 370,000;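 active means inhibition above the plate cutoff, the mean of all test compounds on that plate plus 3 SD, cut at about 35% in these data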;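 further: 0% = DMSO alone and 100% = 100 µM mitoxantrone as full dye displacement; higher means more dye released from RNA so lower well fluorescence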
# PG9 binder: PG9 antibody binding by small molecule; TR-FRET gp120-PG9 antibody binding; inhibition, % at 6.7 µM; hit rate 0.43% among 360,000; in the data active means inhibition above about 8.5%
# HTRA1 inh: inhibitors of human serine peptidase HTRA1; recombinant HTRA1, FP-rhodamine activity-based probe, fluorescence polarization; inhibition, % at 5.96 µM; hit rate 0.5% among 340,000; AID 504803; Q92743; in the data active means inhibition above about 36%;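 further: 0% = enzyme with DMSO and 100% = wells lacking enzyme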
# NR1D1 modulator: Rev-erb alpha (human) modulation. Rev-erbα–FITC-DNA binding, fluorescence polarization, 90 min. activity, % at 10 µM. hit rate 0.79% among 370,000;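 active means activity above about 14%, limit read from the data; passing the limit was not always enough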;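 further: 0% = DMSO wells with 35 nM protein and 100% = DMSO wells with 750 nM protein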
# GC-B act: GC-B (human) receptor activation | P20594 | HEK293-GC-B cells, CNP EC30, cGMP TR-FRET; 0% at EC30 CNP, 100% saturating CNP | activation, % at 10 µM | hit rate 0.11% among 370,000 | AID 1920062;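 active means activation at 10 µM reaching about 35% in either raw or pattern-adjusted values, limit read from the data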
# Target sequence (P20594 whole entry, looked up): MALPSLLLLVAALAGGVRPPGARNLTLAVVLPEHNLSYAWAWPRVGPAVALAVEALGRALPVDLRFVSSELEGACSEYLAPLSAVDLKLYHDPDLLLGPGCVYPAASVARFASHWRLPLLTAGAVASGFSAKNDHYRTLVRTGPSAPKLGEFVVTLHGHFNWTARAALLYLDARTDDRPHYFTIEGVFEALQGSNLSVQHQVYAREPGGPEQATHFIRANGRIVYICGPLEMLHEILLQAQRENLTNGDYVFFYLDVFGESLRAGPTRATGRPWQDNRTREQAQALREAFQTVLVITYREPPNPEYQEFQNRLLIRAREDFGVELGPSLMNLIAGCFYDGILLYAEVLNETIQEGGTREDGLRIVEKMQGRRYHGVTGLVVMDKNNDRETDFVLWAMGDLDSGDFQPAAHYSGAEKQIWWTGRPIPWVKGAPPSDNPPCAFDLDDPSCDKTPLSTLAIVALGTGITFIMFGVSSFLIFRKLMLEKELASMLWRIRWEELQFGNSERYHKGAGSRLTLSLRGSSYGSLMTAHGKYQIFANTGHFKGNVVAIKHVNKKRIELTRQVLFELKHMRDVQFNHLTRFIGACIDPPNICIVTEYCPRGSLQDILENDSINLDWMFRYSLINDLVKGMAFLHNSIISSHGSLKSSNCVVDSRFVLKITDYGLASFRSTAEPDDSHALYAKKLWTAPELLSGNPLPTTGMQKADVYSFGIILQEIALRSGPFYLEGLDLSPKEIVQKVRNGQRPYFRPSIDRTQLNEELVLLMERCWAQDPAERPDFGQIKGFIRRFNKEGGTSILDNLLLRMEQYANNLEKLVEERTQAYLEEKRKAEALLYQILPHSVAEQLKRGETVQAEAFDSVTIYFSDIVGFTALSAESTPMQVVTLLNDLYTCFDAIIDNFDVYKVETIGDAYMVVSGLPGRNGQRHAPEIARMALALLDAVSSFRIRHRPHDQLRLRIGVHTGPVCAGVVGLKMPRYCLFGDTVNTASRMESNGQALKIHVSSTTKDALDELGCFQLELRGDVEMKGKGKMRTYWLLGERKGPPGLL
# ASAP1 GAP inh: inhibitors of human ASAP1 ArfGAP activity; Q9ULH1; hit rate 0.19% among 360,000; ASAP1-stimulated ARF1 GTP hydrolysis, GDP FP detection; inhibition, % at 16.5 µM; in the data active means inhibition above about 25%;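 further: 0% = vehicle with enzyme and substrate and 100% = no enzyme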
# GC-A act: GC-A (human) enzyme activation. activation, % at 10 µM. hit rate 0.14% among 370,000. HEK293 GC-A cells, cGMP TR-FRET, EC30 ANP; 0% at EC30 ANP, 100% saturating ANP. AID 1671463. P16066; in the data active means activation above about 40%
# mABHD4 FP: ABHD4 (mouse) inhibition, primary FP screen; inhibition, % at 8.92 µM; purified mABHD4, FP-Rh probe fluorescence polarization; hit rate 0.54% among 370,000; Q8VD66;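 active means inhibition exceeding the mean over every tested compound plus 3 SD, cut at about 30% in these data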;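 further: 0% = plate median of compound wells and 100% = S159A mutant with DMSO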
#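 Material: mouse ABHD4 enzyme, wild type; Benchmarks: S159A mutant high control, sample median low control; Buffer or medium: HEPES pH 7.0, NaCl, Pluronic buffer; Signal: fluorescence polarization; Read-out: percent inhibition of probe binding, normalized to plate controls; Timing: pre-incubation 45 min, probe exposure 60 min, at 25 °C; Dosing: 8.92 µM, single dose.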
# An asterisk follows results filed as active; / = not tested or not shown. Outcome played no part in choosing rows. Share with any hit: about 4.4%.
SMILES,SMARCA2 act,ARFGAP1 inh,rCAG RNA binder,PG9 binder,HTRA1 inh,NR1D1 modulator,GC-B act,ASAP1 GAP inh,GC-A act,mABHD4 FP
Cc1ccc(S(=O)(=O)N2C[C@]3(O)C[C@@H]4C(=O)N(c5ccccc5)C(=O)[C@@H]4C[C@]3(OC(=O)Nc3c(C)noc3C)C2)cc1,-1,10,5,-0.2,2,-6,5,14,0,-7
O=C(CN(C(=O)CNC(=O)c1cccs1)c1cccc(F)c1)NC1CCCCC1,-6,13,-4,-1.1,-11,-1,-4,-14,-9,1
N#Cc1ccc(OCC(=O)Nc2ccccc2NS(=O)(=O)c2cccs2)cc1,-3,8,27,1.6,5,0,4,-7,-1,-1
C#CCNCCS(=O)(=O)N(Cc1ccc(Br)cc1)[C@@H](C)C(=O)O,-3,8,6,-1.7,4,-8,-1,4,2,-3
CCn1c(SCC(=O)c2[nH]c(C)c(C(C)=O)c2C)nnc1-c1ccccc1,-2,14,3,-0.7,-11,-2,-4,1,2,1
COc1ccc(NC(=O)COC(=O)c2ccc(S(=O)(=O)N3CC(C)CC(C)C3)cc2)cc1OC (configuration not stated),-5,-3,2,0.6,-4,-1,-3,-1,-4,-1
CC(C)(C)OC(=O)N1CCN(Cc2ccc(F)c(B(O)O)c2)CC1,-2,-11,7,0.0,6,0,-2,9,2,27
O=C1C=CN(Cc2ccccc2)CC1,0,1,2,-1.6,3,3,-1,-6,1,3
O=C(Nc1ccccc1F)Nc1ccccc1N1CCCCC1,-7,5,-4,1.7,-17,1,-3,-5,2,-17
COc1ccccc1/C=N/NC(=O)CCSc1ccccc1,0,-2,0,-1.3,-2,9,0,-14,-5,0
O=C(Nc1ccc2c(c1)OCO2)C1CC1,0,-15,7,-0.9,24,2,3,-10,-3,9
O=C(NCc1nnc(SCC(=O)N2CCCC2)o1)c1ccccc1,-2,4,-2,-1.7,-3,1,0,-9,1,3
CC(=O)CC(C)=NCCN=C(C)CC(C)=O,-2,-8,-5,0.1,-3,0,6,-4,1,1
Cc1cc2c(c(=O)o1)C1(C(=O)N(CC(=O)O)c3ccccc31)C(C#N)=C(N)O2 (configuration not stated),4,-2,5,-1.2,0,11,2,0,-5,6
CCOC(=O)N1CCN(C(=O)COc2cccc3c2CCN(Cc2cccc(C)c2)C3=O)CC1,-4,4,3,0.6,4,2,3,3,1,1
Cc1ccsc1C(=O)Nc1cc(C(C)(C)C)nn1-c1ccccc1,/,/,/,/,-2,-5,-6,/,-6,/
O=C(CCC(=O)Nc1ccccc1)N/N=C/c1ccncc1,0,-7,-2,-2.4,-2,0,-1,1,-2,-7
COc1ccc(/C(N)=N/OC(=O)Cc2ccccc2)cc1,5,-4,-7,0.3,-10,0,1,-3,4,-5
COc1ccc(Cl)cc1Nc1cc(C)nc2ncnn12,1,1,1,2.6,4,1,0,8,1,9
OCC1(Cc2ccc(F)cc2)CCCN(Cc2ccc(F)cc2Cl)C1 (configuration not stated),-2,0,-1,-0.2,-29,2,-7,7,0,0
O=C(OCC(=O)c1cccc2ccccc12)c1ccc(CO)cc1,7,-3,1,-1.4,-34,5,-3,-2,0,-16
COc1cccc(C2/C(=C(/O)c3ccccc3)C(=O)C(=O)N2CCCC(=O)O)c1 (configuration not stated),2,4,3,1.0,7,-3,3,-2,-2,4
CN(Cc1ccccc1)C1CCNCC1,0,7,1,-1.4,6,1,3,-4,-2,6
Cn1c(=O)c2c(nc(Br)n2CCSc2nc3ccccc3o2)n(C)c1=O,1,-6,1,0.5,5,2,-8,-1,-2,2
COc1ccc(NC(C)(C)c2nnnn2-c2c(C)cccc2C)cc1,-2,8,-5,3.0,3,0,-14,8,-11,6
O=C(CCc1nnc2ccc(NCCCN3CCCC3=O)nn12)NCc1ccccc1Cl,1,15,-3,-1.0,-4,-1,6,13,2,-17
CCOCCCNC(=S)N1CCC(C(=O)c2ccc3c(c2)OCCO3)CC1,-4,6,-6,1.6,0,0,0,14,-1,1
CC(=O)Nc1ccc(NC(=O)CN(c2ccc(C34CC5CC(CC(C5)C3)C4)cc2)S(C)(=O)=O)cc1,0,8,3,-0.4,3,2,-10,3,-14,-7
CCn1nnnc1NCc1cccc(Cl)c1,-1,4,1,-0.3,2,-3,-1,-7,0,-1
Cc1onc(-c2ccccc2Cl)c1C(=O)N(C)Cc1ccccc1,0,-10,-1,-0.8,-1,1,-4,6,-3,-2
O=C(CCn1c2c(c3ccccc31)CCCC2)NNC(=O)c1ccc(Cl)c([N+](=O)[O-])c1,-2,1,30,-0.7,8,1,-1,7,0,3
OC1NC(=S)N(c2ccccc2)C1O (configuration not stated),-4,2,16,-1.0,6,-6,2,-10,4,6
COc1ccc(N2CCN(C(=O)c3cccc(S(=O)(=O)N4CCc5ccccc54)c3)CC2)cc1,3,1,0,-1.3,-7,-3,4,5,-2,0
COc1cccc(C(=O)Nc2nc3ccccc3s2)c1,1,2,3,-2.0,-27,-2,-13,9,13,-7
CCN(CC)S(=O)(=O)c1ccc(N2CCOCC2)c(NC(=O)CSCc2c(C)noc2C)c1,-3,-1,3,-2.4,4,-3,4,-12,0,-1
Cc1cc(N/N=C/c2ccc3c(c2)OCO3)nc2ccccc12,3,10,7,-0.7,9,7,-5,20,1,13

# Part of the list above, set out differently:
smiles | SMARCA2 act | ARFGAP1 inh | rCAG RNA binder | PG9 binder | HTRA1 inh | NR1D1 modulator | GC-B act | ASAP1 GAP inh | GC-A act | mABHD4 FP
CC(=O)Nc1ccc(NC(=O)CN(c2ccc(C34CC5CC(CC(C5)C3)C4)cc2)S(C)(=O)=O)cc1 | 0 | 8 | 3 | -0.4 | 3 | 2 | -10 | 3 | -14 | -7
CCn1nnnc1NCc1cccc(Cl)c1 | -1 | 4 | 1 | -0.3 | 2 | -3 | -1 | -7 | 0 | -1
Cc1onc(-c2ccccc2Cl)c1C(=O)N(C)Cc1ccccc1 | 0 | -10 | -1 | -0.8 | -1 | 1 | -4 | 6 | -3 | -2
O=C(CCn1c2c(c3ccccc31)CCCC2)NNC(=O)c1ccc(Cl)c([N+](=O)[O-])c1 | -2 | 1 | 30 | -0.7 | 8 | 1 | -1 | 7 | 0 | 3
OC1NC(=S)N(c2ccccc2)C1O (configuration not stated) | -4 | 2 | 16 | -1.0 | 6 | -6 | 2 | -10 | 4 | 6
COc1ccc(N2CCN(C(=O)c3cccc(S(=O)(=O)N4CCc5ccccc54)c3)CC2)cc1 | 3 | 1 | 0 | -1.3 | -7 | -3 | 4 | 5 | -2 | 0

# The list goes on:
SMILES,SMARCA2 act,ARFGAP1 inh,rCAG RNA binder,PG9 binder,HTRA1 inh,NR1D1 modulator,GC-B act,ASAP1 GAP inh,GC-A act,mABHD4 FP
CCN(CC)CCNC(=O)CNC(=O)c1nn(-c2ccc(OC)cc2OC)c(=O)c2ccccc12,-2,-2,3,-0.6,-1,3,6,18,2,0
COc1cc(-c2noc(CCCC(=O)NC3CCCCC3)n2)cc(OC)c1OC,4,5,-7,-4.0,3,-3,9,0,-3,4
COc1ccccc1CNC(=O)c1ccc(CS(=O)(=O)c2ccccc2C)o1,-1,-5,9,0.9,-5,1,-1,-1,-1,2
O=C(c1csc(Nc2cccc3ccccc23)n1)N1CCCC1,4,9,4,-1.6,5,5,2,-5,0,8
O=C(CC1C(=O)NCCN1C(=O)Nc1ccccc1)Nc1cccc(C(F)(F)F)c1 (configuration not stated),1,-7,3,-1.3,-11,1,-4,-8,-2,-2
Cc1ccc(-n2ncc3c2CCCC3NC(=O)CCCN2CCCC2=O)cc1C (configuration not stated),-1,2,-6,-0.5,1,-8,2,-3,-1,-1
COc1ccccc1CNC(=O)c1cccc(S(=O)(=O)N2CCCC2)c1,-1,-20,-5,-1.4,-1,0,-4,0,0,-4
Cn1c(=O)c2cc(S(=O)(=O)NCCC(=O)Nc3ccc(F)cc3F)ccc2n(C)c1=O,0,10,-1,1.2,2,-7,6,21,-3,1
O=C(c1cc([N+](=O)[O-])cc([N+](=O)[O-])c1)N1CCN(C(=O)c2ccco2)CC1,-1,6,4,0.9,6,4,-1,12,-2,1
Cc1cc[n+](-c2nc3ccccc3nc2C(=C=[N-])C#N)cc1,1,7,5,-2.6,9,6,2,-6,-5,12
CC(=O)Nc1ccc(CN2CCc3c([nH]c4ccccc34)C2C(C)(C)C)cc1 (configuration not stated),-1,19,4,-1.4,-17,-4,7,-3,-3,-13
CCCS(=O)(=O)N1CCN(C(=O)COc2ccc(-c3ccccc3)cc2)CC1,-3,0,0,2.1,0,0,-1,1,3,-5
N#Cc1ccc(C(=O)Nc2cccc(S(=O)(=O)NC3=NCCC3)c2)cc1,1,-5,5,-1.8,5,-1,5,-4,4,0
COc1ccc(C(=O)Nc2ccc(C3CC3(Cl)Cl)cc2)cc1 (configuration not stated),-2,-2,-2,1.4,-4,-2,-2,-5,-2,3
CC(C)(C)c1ccc(OCC(=O)Nc2ccncc2)c(Br)c1,-1,1,4,-1.1,-28,-1,-1,5,-5,-10
O=C(NCC(=O)N1CCN(c2ccccc2)CC1)c1ccc(Br)o1,-2,9,-5,-1.4,3,2,7,0,-1,1
CCCOC(=O)c1ccc(NC(=O)c2cc(OC)c(OC)c(OC)c2Br)cc1,0,13,-6,-0.7,-20,-1,2,6,1,-16
CCC1Oc2ccccc2N(CC(=O)NCCCN2CCN(c3ccc(OC)cc3)CC2)C1=O (configuration not stated),2,-7,-9,-1.0,1,-2,-8,-8,-19,-2
CCSc1nnc(NC(=O)CSc2nc3c(cc2C#N)CCCC3)s1,1,17,4,0.1,-3,34*,-3,7,0,6
COc1ccc(-c2nn3c(C4CCCCC4)nnc3s2)cc1OC,12*,1,-6,-2.6,-1,12,7,0,6,0
Nc1ccc2c(c1)OC1(CCCCC1)O2,-4,-6,7,0.5,10,-2,2,0,2,9
O=C(COC(=O)/C=C/c1ccco1)Nc1ccc(F)cc1Cl,3,6,-1,-2.3,1,-5,-1,3,1,-2
COc1ccc2c(c1)CCCN2C(=O)C1CCCN(S(=O)(=O)c2ccccc2)C1 (configuration not stated),-6,/,1,/,/,4,-10,/,-2,11
COc1cc(/C=C2/SC(=S)N(Cc3ccccc3)C2=O)ccc1OCC(=O)O,-1,-8,72*,-2.9,-59,2,-5,4,-3,-14
O=C(N/N=C/c1ccccc1)C1CCCN1C(=O)c1cc([N+](=O)[O-])cc([N+](=O)[O-])c1 (configuration not stated),0,7,-2,-3.0,-1,-4,-1,6,0,-1
COc1cc(/C=N/Nc2ccc(Cl)c(C(=O)O)c2)ccc1OC(=O)c1ccco1,7,4,34,-3.2,-3,-3,-6,6,1,6
COc1ccc(-c2ccc(CO)o2)cc1N,1,-8,-1,-6.3,1,3,-4,-4,-7,4
CCCC(=O)C1CCN(Cc2ccccc2)CC1,-8,1,3,1.2,4,3,0,-14,-1,2
CC(=O)Nc1cccc(NS(=O)(=O)c2cn(C)c(=O)n(C)c2=O)c1,-1,-3,0,3.7,5,-3,9,-12,0,1
Cc1ccc(C(=O)N/C(=C\c2cccc([N+](=O)[O-])c2)C(=O)OCN2C(=O)c3ccccc3C2=O)cc1,-2,1,3,0.1,0,-2,-16,6,-10,0
S=C(NCCc1ccccc1)NC1CCCCCC1,2,0,-3,0.6,-9,7,-1,-1,0,2
O=C(CCCN1C(=O)c2ccccc2C1=O)Nc1ccc(Br)cn1,0,1,0,-1.9,4,-6,2,0,1,-8
